Shiga toxin inh – blocks Shiga toxin action in Vero cells; Vero cells, Shiga toxin protein synthesis inhibition reporter; inhibition, % at 38.7 µM; AID 2315; 290,000 compounds, 9.2% hits; in the data active = inhibition mostly above about 28%, no sharp cut-off; inactive = mostly below about 43%; note: 0% is about no effect
AMA1-RON2 inh – disrupts binding of P. falciparum AMA1 to RON2. AlphaScreen AMA1-biotinylated RON2 peptide binding. Potency, µM (titrated, usually from 58.2 µM), for the others: at the top dose activity change, negative = inhibition, actives largely listed as inhibitors. 360,000 compounds, 0.2% hits;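 note: potency is the fitted concentration of half-maximal effect; 0% = vehicle wells and -100% = peptide control; nearly all actives have a fitted effect of over 45% in size; some results filed as inactive show a strong effect at the top dose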
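AMA1 (3D7) with his tag at 25 nM final met compounds first, then biotinylated RON2 peptide at 25 nM; detection used donor plus acceptor beads, 10 µg/mL apiece, read by AlphaScreen after 30 min at room temperature.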
HCMV antiviral – blocks human cytomegalovirus replication; 410,000 compounds, 4.5% hits; AID 1259415; HFF cells, HCMV-luciferase reporter, 72 h; stronger effect = lower value; activity change, negative = inhibition, % at 57.5 µM; in the data active = activity change below about -60%; inconclusive = no clear call, values can overlap the other calls; inactive = above about -39%; note: % is set by controls: 0 for no effect and ±100 for the full control effect
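Luciferase read-out from HCMV-luciferase-infected HFFs (MOI 1 PFU/cell) 72 h post infection at 37C; compounds added after 16 h cell attachment; activity normalized between buffer-only basal and Salinomycin (10uM) inhibitor controls.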
AmpC inh detg – inhibitors of E. coli AmpC beta-lactamase with detergent | AID 485294 | 370,000 compounds, 0.041% hits | AmpC hydrolysis of nitrocefin, absorbance 480 nm, 0.01% Triton | Potency, µM (top dose mostly 114 µM), without a hit: at the highest dose activity change, negative = inhibition, hits mostly inhibitors;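 note: potency is the fitted concentration of half-maximal effect; 0% = no-compound wells and -100% = no-enzyme wells; nearly all actives have a fitted effect of over 25% in size; some results filed as inactive show a strong effect at the top dose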
Target sequence (P00811 whole entry, looked up): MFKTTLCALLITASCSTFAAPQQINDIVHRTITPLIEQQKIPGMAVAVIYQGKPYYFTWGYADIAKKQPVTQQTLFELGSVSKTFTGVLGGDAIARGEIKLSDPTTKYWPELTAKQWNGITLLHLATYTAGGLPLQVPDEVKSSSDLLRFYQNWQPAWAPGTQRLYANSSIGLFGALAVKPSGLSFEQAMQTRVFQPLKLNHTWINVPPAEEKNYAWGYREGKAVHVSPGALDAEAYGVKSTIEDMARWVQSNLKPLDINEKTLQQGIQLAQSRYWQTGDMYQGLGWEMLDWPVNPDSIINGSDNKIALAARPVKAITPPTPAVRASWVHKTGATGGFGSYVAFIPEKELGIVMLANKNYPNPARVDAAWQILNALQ
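20 mM phosphate pH 7.0 + 0.01% (detergent screen) or 0.0001% Triton X-100; 5.3 nM AmpC reagent; cpd preinc 15 min RT; nitrocefin (800 uM stock) to start; A480 q20 s × 4 min; Activity was normalised to no-enzyme and no-compound control wells.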
Cycloheximide cs – affects cycloheximide protein synthesis inhibition readout, counter-screen; cell reporter, cycloheximide protein synthesis inhibition counterscreen; max response, %; 300,000 compounds, 12% hits; AID 2314; in the data active = max response mostly above about 13%, no sharp cut-off; inactive = mostly below about 14%; note: read at 38.3 µM for the half of the compounds with a filed dose; 0% is about no effect
AmpC inh no detg – blocks E. coli AmpC beta-lactamase in detergent-free assay; P00811; AmpC nitrocefin hydrolysis, absorbance 480 nm, 0.0001% Triton; Potency, µM (top dose mostly 57.1 µM), for the others: at the highest dose activity change, negative = inhibition, most hits filed as inhibitors; 330,000 compounds, 0.52% hits; AID 485341;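 note: potency is the fitted concentration of half-maximal effect; plate controls were no compound for no effect and no enzyme for full effect; nearly all actives have a fitted effect of over 20% in size; some results filed as inactive show a strong effect at the top dose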
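AmpC (5.3 nM in the dispensed reagent) in 20 mM phosphate pH 7.0 with 0.01% (detergent screen) or 0.0001% Triton X-100 was preincubated with compounds for 15 min at room temperature. Nitrocefin was then added from an 800 uM solution, and hydrolysis was followed at 480 nm.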
FBPA Giardia inh – inhibitors of Giardia lamblia fructose-1,6-bisphosphate aldolase; A8B2U2; purified Giardia FBPA; AID 2451; 290,000 compounds, 0.71% hits; Potency, µM (doses to about 59.6 µM), inactives show at the highest dose activity, negative = inhibition, hits mostly inhibitors; note: potency is the fitted concentration of half-maximal effect; % is set by controls: 0 for no effect and ±100 for the full control effect; nearly all actives have a fitted effect of over 55% in size
Target sequence (A8B2U2 whole entry, looked up): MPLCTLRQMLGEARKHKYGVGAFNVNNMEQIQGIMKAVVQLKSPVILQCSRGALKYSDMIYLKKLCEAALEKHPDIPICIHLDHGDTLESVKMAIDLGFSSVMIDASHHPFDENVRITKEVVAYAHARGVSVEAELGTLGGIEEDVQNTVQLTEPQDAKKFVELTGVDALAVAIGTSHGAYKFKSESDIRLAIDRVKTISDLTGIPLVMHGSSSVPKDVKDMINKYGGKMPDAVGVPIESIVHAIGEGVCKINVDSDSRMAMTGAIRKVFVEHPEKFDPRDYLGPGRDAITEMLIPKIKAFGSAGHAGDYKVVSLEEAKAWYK
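40 nM FBPA preincubated 10 min at RT with compound (up to 57.5 uM final), then substrate plus GAPDH/TPI/NAD/arsenate coupling and diaphorase/resazurin added. Fluorescence read after 20 min at RT, 525/598 nm.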
Starred values were filed as active, the others as inactive; ? = inconclusive; · = no result given; & = joins results of further samples; [ ] = dose if it differs, or a comment. Unless noted, calls come from the whole dose curve; as a rule, active = well fitted curve in the direction sought with a large enough effect; inconclusive = small, poorly fitted or top-dose-only effect, or another doubt; inactive = no such curve, though single readings can be large; an effect the other way counts as inactive or inconclusive.

Results follow in this order: Shiga toxin inh	AMA1-RON2 inh	HCMV antiviral	AmpC inh detg	Cycloheximide cs	AmpC inh no detg	FBPA Giardia inh
c1nc(NC2CCCCCC2)c2[nH]cnc2n1
→ 5	4%	-33	-7%	15	-23%	-12%
O=C1C2C3C=CC(C3)C2C(=O)N1c1ccc2c(c1)CCC2 (stereo not given)
→ -2	-7%	-6	-4%	-3	-7%	1%
CN(CC(=O)Nc1ccc(Cl)c(Cl)c1)C(=O)C1CCC1
→ ·	-3%	-11	·	·	-30%	·
O=C(C(Cc1ccccc1)N1C(=O)c2ccccc2C1=O)N1CCc2ccccc21 (stereo not given)
→ 10	7%	19	?	-3	-12%	-19%
COc1ccc2c(c1)c(C(=O)C(C)N1CCCCC1)c(C)n2C (stereo not given)
→ 3	8%	20	1%	-3	6%	13%
CC(C)c1nnc(NC(=O)C2CCCN2C(=O)Nc2ccccc2F)s1 (stereo not given)
→ 7	14%	-36	3%	11	16%	10%
CCc1nnc(NC(=O)c2ccc(S(=O)(=O)N(C)Cc3ccccc3)cc2)o1
→ -16	99%[activator]	-31	1%	-4	-13%	?
Cc1ccc(C(=O)NC(N2CCCC2)C(Cl)(Cl)Cl)cc1 (stereo not given)
→ -7	61%[activator]	12	?	11	-30%	-1%
COC(=O)c1ccc(N=CC2=C(O)CC(c3ccccc3)CC2=O)cc1 (stereo not given)
→ -11	4%	-3	8%	-2	-30%	3%
S=C(NC1CCCCC1)N1CCN(Cc2ccccc2Cl)CC1
→ 1	-4%	23	-4%	0	78%[activator]	0%
COC(=O)c1cc(C(=O)NC(C)C2CC3CCC2C3)cc([N+](=O)[O-])c1 (stereo not given)
→ -13	3%	-4	2%	-12	-12%	·
O=C(COc1ccc(Br)cc1)NCC1COc2ccccc2O1 (stereo not given)
→ ·	-8%	0	1%	·	-10%	·
CCN(CC(=O)Nc1ccccc1C(=O)NC1CC1)Cc1cccs1
→ ·	37%[activator]	-26	0%	·	-4%	·
CC(OC(=O)CCC1CCCCC1)C(=O)Nc1ccc(S(N)(=O)=O)cc1 (stereo not given)
→ ·	0%	-29	0%	·	-10%	·
COc1ccc(-c2csc(NC(=O)CSc3nnnn3C)n2)c(OC)c1
→ ·	23%	-40	-8%	·	-14%	·
CCOC(=O)C1CCN(C(=O)COc2ccc(N(C)S(=O)(=O)c3ccc(OCC)cc3)cc2)CC1
→ -3	2%	-8	-3%	12	205%[activator]	-6%
CSCCC1NC(=O)N(CC(=O)N2CCc3ccccc3C2)C1=O (stereo not given)
→ ·	-3%	-16	?	·	-6%	·
CCc1nc2ccc(C(=O)N3CCN(c4cccc(C)c4C)CC3)cc2nc1CC
→ -1	8%	-1&35	1%&-4%	1	114%[activator]	6%
COc1ccc(S(=O)(=O)N2CCOC23CCN(S(=O)(=O)c2c(C)cc(C)cc2C)CC3)cc1
→ ·	-6%	?	?	·	-7%	·
Cc1ccc(N2CC(C(=O)Nc3cc(C)on3)CC2=O)cc1 (stereo not given)
→ -2	-6%	-5	-7%	-4	-8%	6%
O=C1c2ccccc2C(Nc2ccc(Cl)cc2)N1CCN1CCOCC1 (stereo not given)
→ -19	0%	3	0%	-6	75%[activator]	6%
CCOC(=O)c1c(NC(=O)COC(=O)Cc2ccccc2[N+](=O)[O-])sc(C(=O)N(C)C)c1C
→ ·	2%	-3	-9%	·	99%[activator]	·
Cc1ccccc1N1CC(C(=O)Nc2nnc(SCCC3OCCO3)s2)CC1=O (stereo not given)
→ -5	50%[activator]	3	1%	1	36%	-25%
O=c1c(C=NCC2CCCO2)c(-c2ccccc2)[nH]n1-c1ccc([N+](=O)[O-])cc1 (stereo not given)
→ -2	2%	0	-4%	4	-11%	-9%
Cc1nc2ncnn2c(N2CCN(c3cccc(C(F)(F)F)c3)CC2)c1C
→ -36	-3%	-101*	-4%	-1	124%[activator]	12%
COCCN(CC(=O)Nc1cccc(C)c1C)C(=O)c1ccc2c(c1)OCO2
→ ·	-1%	-7	?	·	-3%	·
O=C1C2C(c3ccccc3)C=CC(c3ccccc3)C2C(=O)N1c1ccncc1 (stereo not given)
→ -5	-7%	-19	?	-2	28%	1%
COc1cccc(CN(C(=O)Cn2nnc(-c3ccccc3F)n2)C(C(=O)NC(C)(C)C)c2ccncc2)c1 (stereo not given)
→ -2	-3%	-17	4%	-1	182%[activator]	-8%
CC(=O)N(C)Cc1ccc(C(=O)CCl)cc1
→ 42	-9%	-22	0%	26*	-9%	-19%
CC(C)CC(N)C(=O)OCc1ccc([N+](=O)[O-])cc1 (stereo not given)
→ -14	6%	18	8%	-3	-9%	0%
O=C(Nc1nc(-c2ccc3c(c2)OCCO3)cs1)c1ccc(S(=O)(=O)N2CCCCC2)cc1
→ 3	-13%	-100*	?	-2	-31%	-6%
COc1ccc(-c2nnc(SCC(=O)N3CCCC3=O)n2N)cc1OC
→ ·	9%	0	·	·	-6%	·
COc1ccc(C(=O)N2CCCC(C(=O)N3CCN(c4ccccc4)CC3)C2)cc1 (stereo not given)
→ -16	-11%	29	-2%	-4	62%[activator]	2%
Cc1ccc(S(=O)(=O)Nc2cccc3ncccc23)s1
→ -5	0%	·	4%	26	-18%	12%
Cc1cccc(OC(=O)c2cncc(Br)c2)c1
→ 4	26%	41	1%	11	-12%	0%
O=C(CSc1nc2ncccc2[nH]1)c1ccc(F)cc1
→ 28	8%	-19	-14%	43*	-25%	1%
COc1ccc(CN2CCNC(=O)C2CC(=O)N(C)CCCN2CCOCC2)cc1C (stereo not given)
→ 2	-4%	-32	-1%	-11	26%	·
CCOC(=O)Nc1nnc(/C=C/c2ccc(OC)cc2)s1
→ 3	4%[2.32 µM]	?	-12%	24*	-6%	3%
O=C(NCC(c1ccccc1)N1CCCC1)C1CCN(C(=O)Nc2ccccc2)CC1 (stereo not given)
→ ·	5%	-25	-11%	·	-5%	·
Cc1cnc(NC(=O)CSc2nnc(COc3ccccc3)o2)s1
→ 30	38%[activator]	7	1%	1	-16%	5%
c1ccc(C2(CN3CCNC[C@@H]3CC3CCCCC3)CC2)cc1
→ ·	-1%	-11	·	·	-4%	·
N#Cc1c(N)nc2c(c1N)CC(=O)N2c1ccc(Cl)cc1
→ 2	17%	63	0%	15	-28%	-16%
O=C(CSc1nc2c(c(=O)n1-c1ccc(F)cc1)SCC2)NCc1ccco1
→ 17	1%	26	4%	-3	-19%	1%
CC(O)c1nc2ccccc2n1CCCc1ccccc1 (stereo not given)
→ -14	-8%	115	2%	-2	109%[activator]	-2%
CCOC(=O)N1CCN(C(=O)c2c[nH]c3ccc(S(=O)(=O)N(C)c4ccccc4C)cc3c2=O)CC1
→ 7	0%	0	2%	1	36%	14%
O=C(COc1ccc(Cl)cc1Cl)OCC(=O)N1CCCc2ccccc21
→ -11	-2%	47	0%	-3	-1%	-2%
Cc1ccc(NC(=O)CN2C(=O)NC(Cc3ccccc3)C2=O)cc1Cl (stereo not given)
→ ·	5%	-33	6%	·	-29%	·
Cc1ccc(/C=N/NC(=O)c2ccc3nc[nH]c3c2)s1
→ 42	23%	?	?	21	-36%	9%
CC(C)c1cc[n+](-c2nc([O-])sc2C=O)cc1
→ -6	10%	10	1%	8	-33%	?
O=C(COC(=O)CN1C(=O)C2CCCCC2C1=O)Nc1ccc(F)c(F)c1F (stereo not given)
→ ·	9%	-3	·	·	-8%	·
Cc1nc2c(F)c(F)c(C(F)(F)F)c(F)c2[nH]1
→ 7	2%	-18	?	-1	4%	-8%
CCOC(=O)c1c(/N=C/c2cc(C)ccc2O)sc2c1CCC2
→ -11	-3%	26	?	3	-9%	-18%

Gathered by group: the compounds so far with an aryl methoxy group.
Results follow in this order: Shiga toxin inh	AMA1-RON2 inh	HCMV antiviral	AmpC inh detg	Cycloheximide cs	AmpC inh no detg	FBPA Giardia inh
COc1ccc2c(c1)c(C(=O)C(C)N1CCCCC1)c(C)n2C (stereo not given)
→ 3	8%	20	1%	-3	6%	13%
COc1ccc(-c2csc(NC(=O)CSc3nnnn3C)n2)c(OC)c1
→ ·	23%	-40	-8%	·	-14%	·
COc1ccc(S(=O)(=O)N2CCOC23CCN(S(=O)(=O)c2c(C)cc(C)cc2C)CC3)cc1
→ ·	-6%	?	?	·	-7%	·
COc1cccc(CN(C(=O)Cn2nnc(-c3ccccc3F)n2)C(C(=O)NC(C)(C)C)c2ccncc2)c1 (stereo not given)
→ -2	-3%	-17	4%	-1	182%[activator]	-8%
COc1ccc(-c2nnc(SCC(=O)N3CCCC3=O)n2N)cc1OC
→ ·	9%	0	·	·	-6%	·
COc1ccc(C(=O)N2CCCC(C(=O)N3CCN(c4ccccc4)CC3)C2)cc1 (stereo not given)
→ -16	-11%	29	-2%	-4	62%[activator]	2%
COc1ccc(CN2CCNC(=O)C2CC(=O)N(C)CCCN2CCOCC2)cc1C (stereo not given)
→ 2	-4%	-32	-1%	-11	26%	·
CCOC(=O)Nc1nnc(/C=C/c2ccc(OC)cc2)s1
→ 3	4%[2.32 µM]	?	-12%	24*	-6%	3%

A stretch from further up, for reference:
Results follow in this order: Shiga toxin inh	AMA1-RON2 inh	HCMV antiviral	AmpC inh detg	Cycloheximide cs	AmpC inh no detg	FBPA Giardia inh
Cc1nc2c(F)c(F)c(C(F)(F)F)c(F)c2[nH]1
→ 7	2%	-18	?	-1	4%	-8%
CCOC(=O)c1c(/N=C/c2cc(C)ccc2O)sc2c1CCC2
→ -11	-3%	26	?	3	-9%	-18%

Source: PubChem (National Center for Advancing Translational Sciences (NCATS))
